KCNH2 3.1 inh = qHTS for Inhibitors of KCHN2 3.1: Mutant qHTS; Potassium voltage-gated channel subfamily H member 2, brain isoform KCNH2 3.1 (human); U2OS KCNH2 3.1, thallium flux FluxOr; active compounds read low; activity change, % (tested at about 1.8 µM); actives 0.95% (n = 340,000); AID 720553, 2013;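 active = maximum activity change below -70%; inconclusive = maximum activity change from -70% to -50%; inactive = maximum activity change above -50%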;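 note: thallium influx rate constant from kinetic fluorescence after stimulation buffer; % is set by controls: 0 for no effect and ±100 for the full control effect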
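Thallium flux read-out: FluxOr dye with Red40 quencher in HBSS/HEPES, 45 min at RT. Rate constants from kinetic reads were normalized to positive and negative DMSO controls. Cells: U2OS virally expressing the 3.1 isoform.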
AT treatment = qHTS Assay for Identifying a Potential Treatment of Ataxia-Telangiectasia. AID 485349, 2010. actives 0.19% (n = 320,000). […] A-T fibroblasts, KAP-1 phosphorylation AlphaLISA; neocarzinostatin DNA damage 30 min before lysis. Potency, µM (highest dose often 57.5 µM), without a hit: at the highest dose activation, usual class: activators; note: potency is the fitted concentration of half-maximal effect; % of control where 0% means no effect; nearly all actives have a fitted effect of over 45% in size
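hTERT-immortalized A-T patient fibroblasts ([…]), 500 cells/well in OPTI-MEM, 1% FBS, got compounds for 60 min, then NCS for 30 min at 37C. Lysates were then assayed for phospho-KAP-1 by AlphaLISA (anti-pKAP1 donor, anti-KAP1 acceptor beads), 6 hr at 25C.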
S-ASM inh = Inhibitors of Secretory Acid Sphingomyelinase (S-ASM): qHTS; placental ASM, HMU-PC fluorogenic substrate, 60 min; Potency, µM (highest dose often 57.5 µM), for the others: at the top dose activity change, negative = inhibition, actives largely listed as inhibitors; AID 504937, 2011; Sphingomyelin phosphodiesterase (Homo sapiens), P17405; actives 0.006% (n = 340,000); note: potency is the fitted concentration of half-maximal effect
Target sequence (P17405 47-631 limits assumed): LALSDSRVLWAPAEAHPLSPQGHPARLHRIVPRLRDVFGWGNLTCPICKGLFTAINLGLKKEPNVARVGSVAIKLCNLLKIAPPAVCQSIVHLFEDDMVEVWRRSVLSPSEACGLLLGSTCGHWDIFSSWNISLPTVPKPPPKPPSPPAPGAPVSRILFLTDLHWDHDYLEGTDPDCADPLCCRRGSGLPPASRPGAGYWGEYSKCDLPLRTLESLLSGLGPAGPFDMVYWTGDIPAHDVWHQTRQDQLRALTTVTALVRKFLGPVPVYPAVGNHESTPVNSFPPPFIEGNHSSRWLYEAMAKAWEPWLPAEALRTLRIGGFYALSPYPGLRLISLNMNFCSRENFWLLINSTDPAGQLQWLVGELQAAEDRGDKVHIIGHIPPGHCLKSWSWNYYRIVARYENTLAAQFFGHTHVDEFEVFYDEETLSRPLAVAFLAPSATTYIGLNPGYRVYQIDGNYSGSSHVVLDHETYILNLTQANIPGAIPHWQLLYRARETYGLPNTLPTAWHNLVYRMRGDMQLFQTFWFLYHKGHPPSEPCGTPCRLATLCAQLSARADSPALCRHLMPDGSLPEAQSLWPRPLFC
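qHTS format. ASM enzyme prepared from human placenta hydrolyses the fluorogenic substrate HMU-PC0 (9 uM final) over 60 min at 37 °C after a 10 min compound preincubation.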
GALK inhibitor = qHTS Assay for Inhibitors of Human Galactokinase (GALK); actives 0.007% (n = 270,000); Potency, µM (top dose mostly 57.5 µM), for inactives: at the top dose activity change, negative = inhibition, most hits filed as inhibitors; Purified GALK, Kinase-Glo residual ATP luminescence; P51570; note: potency is the fitted concentration of half-maximal effect; % is set by controls: 0 for no effect and ±100 for the full control effect
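Human GALK (5 nM) with 35 uM ATP and 100 uM galactose in 20 mM HEPES pH 8.0, 5 mM MgCl2, 60 mM NaCl, 1 mM DTT, 0.01% BSA. After 1 h at room temperature, leftover ATP was read by Kinase-Glo Plus luminescence.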
TRPV1 agonist = HTS Assay for Compounds that Act as Agonists of the Vanilloid Receptor 1 | activation, % at 8.33 µM | AID 540275, 2011 | TRPV1-expressing cells, Fluo-8 calcium influx, agonist mode | actives 0.19% (n = 320,000) | Transient receptor potential cation channel subfamily V member 1 (Homo sapiens), Q8NER1; in the data active = activation above about 80%; inconclusive = between about 30% and that limit; note: 0% is about no effect
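Cells expressing TRPV1 were dye-loaded with Fluo-8 and read kinetically: 10 s baseline, 3 min after compound (agonist portion), then 2 min after EC20 capsaicin (allosteric enhancer portion). Calcium-bound dye fluorescence at 480/520 nm.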
CXXC DNA block = qHTS Fluorescence Polarization Assay for Inhibitors of MLL CXXC domain - DNA interaction | Histone-lysine N-methyltransferase 2A (Homo sapiens), Q03164 | MLL-CXXC / FITC-HOXA9 DNA fluorescence polarization | Potency, µM (highest dose often 115 µM), inactives show top-dose activity change, negative = inhibition, usual class: inhibitors | actives 0.037% (n = 290,000); active = well fitted inhibition curve with a large enough effect in the polarisation, with a control signal flat, not every such curve was filed as active; inconclusive = small, poorly fitted or top-dose-only effect, or effect the other way, or a change in a side signal; inactive = no such curve, though single readings can be large or run the other way; the % refers to the polarisation; note: potency is the fitted concentration of half-maximal effect
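Steps: dispense CXXC domain solution (7 uM) → pin compounds or unlabeled HOX-A9 DNA control → 5 min ambient → add FLSN-HOX-A9 solution (50 nM) → spin → 30 min ambient → fluorescence polarization. Tris pH 7.5/NaCl/DTT/BSA buffer.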
a7 integrin act = qHTS for Activators of Integrin-Mediated Alleviation for Muscular Dystrophy; alpha7betagal myoblasts, beta-gal FDG fluorescence, 48 h; Potency, µM (series often up to 38.3 µM), for the others: top-dose activation, hits mostly activators; actives 0.064% (n = 350,000);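 note: potency is the fitted concentration of half-maximal effect; 100% = response of the positive control SU9516; nearly all actives have a fitted effect of over 60% in size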
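Alpha7betagal+/- myoblasts (passage 13) were plated 16-24 hr, then exposed to compounds (1:260 dilution of DMSO stock) for 48 hours at 37C. After MPER lysis, β-galactosidase reporter activity was read as FDG fluorescence (ex 480/em 540) after 30 minutes.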
MBNL1 CUG block = qHTS Assay for Inhibitors of MBNL1-poly(CUG) RNA binding. actives 0.036% (n = 280,000). Potency, µM (titrated, usually from 57.5 µM), without a hit: at the top dose activity change, negative = inhibition, usual class: inhibitors. AID 2675, 2010. TR-FRET MBNL1-His/biotin-(CUG)12 binding, 665/545 ratio. Muscleblind-like protein 1 (Homo sapiens), Q9NR56; active = well fitted inhibition curve with a large enough effect in the signal ratio, with a control signal flat, not every such curve was filed as active; inconclusive = small, poorly fitted or top-dose-only effect, or effect the other way, or a change in a side signal; inactive = no such curve, though single readings can be large or run the other way; the % refers to the signal ratio; note: potency is the fitted concentration of half-maximal effect; % is set by controls: 0 for no effect and ±100 for the full control effect
Target sequence (Q9NR56 whole entry, looked up): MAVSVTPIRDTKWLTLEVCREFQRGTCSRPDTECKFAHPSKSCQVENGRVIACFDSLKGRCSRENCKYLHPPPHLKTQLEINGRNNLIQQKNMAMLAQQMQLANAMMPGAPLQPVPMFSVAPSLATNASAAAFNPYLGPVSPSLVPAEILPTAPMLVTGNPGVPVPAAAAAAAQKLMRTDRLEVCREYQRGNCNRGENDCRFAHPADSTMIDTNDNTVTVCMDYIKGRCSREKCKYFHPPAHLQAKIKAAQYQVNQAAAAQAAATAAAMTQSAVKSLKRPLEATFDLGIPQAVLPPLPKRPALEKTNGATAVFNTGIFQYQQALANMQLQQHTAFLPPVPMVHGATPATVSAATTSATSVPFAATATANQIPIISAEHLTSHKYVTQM
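MBNL1-His + Biotin-(CUG)12, cpd titration 92 nM–58 uM; Tb anti-His Ab 0.055 ng/ul, SA-XL665 5 nM (final); 60 min RT; ratiometric 665/545 nm, Ex 340 nm; normalized to buffer and full-complex controls.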
Coupling enz = qHTS Assay for Inhibitors of Fructose-1,6-bisphosphate Aldolase from Giardia Lamblia: Coupling assay counterscreen | actives 0.67% (n = 290,000) | AID 2472, 2010 | activity change, negative = inhibition, % at 58.2 µM, hits read low | coupling enzyme system counterscreen, AmpLite Red fluorescence; in the data active = activity change below about -30%; note: % is set by controls: 0 for no effect and ±100 for the full control effect
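Activity here indicates interference with the coupling reaction, not aldolase inhibition. Compounds at 57.5 uM final met coupling enzymes for 10 min at RT; substrate and AmpLite Red detection followed, with a 525/598 nm fluorescence read after 20 min.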
hERG WT inh = qHTS for Inhibitors of KCHN2 3.1: Wildtype qHTS | Voltage-gated inwardly rectifying potassium channel KCNH2 (Homo sapiens), Q12809 | AID 720551, 2013 | U2OS, BacMam KCNH2, thallium flux FluxOr; active compounds read low | actives 0.37% (n = 340,000) | activity change, % at 1.84 µM;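 active = maximum activity change below -70%; inconclusive = maximum activity change between -70% and -50%; inactive = maximum activity change above -50%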; note: % is set by controls: 0 for no effect and ±100 for the full control effect
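U2OS cells transduced with wild-type KCNH2 virus are loaded with FluxOr dye for 45 min, and thallium flux is measured in kinetic reads before and after stimulation buffer. Rate constants are normalized to DMSO controls.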
The depositor's hits bear a star; i = inactive; ? = inconclusive; / = no result given; & = joins results of further samples; [ ] = remark or other dose. Unless noted, calls come from the whole dose curve; as a rule, active = well fitted curve in the direction sought with a large enough effect; inconclusive = small, poorly fitted or top-dose-only effect, or another doubt; inactive = no such curve, though single readings can be large; an effect the other way counts as inactive or inconclusive.

Every second line gives: KCNH2 3.1 inh, AT treatment, S-ASM inh, GALK inhibitor, TRPV1 agonist, CXXC DNA block, a7 integrin act, MBNL1 CUG block, Coupling enz, hERG WT inh
Cc1cc(C)n2nc(SCC(=O)Nc3ccc(F)cc3)nc2n1
 : 11, -8%, -2%, 2%, /, -2%, 0%, 1%, 3, 1
Cc1ccc(S(=O)(=O)N[C@@H](C)C(=O)N2CCC(C(=O)N[C@@H](Cc3ccccc3)C(=O)O)CC2)cc1
 : 6, -6%, -2%, 7%, -1, -2%, 18%, 0%, 2, 4
COCCn1c(SCC(=O)NC2CCCCC2C)nnc1-c1ccncc1 (configuration not stated)
 : -7, 10%, 2%, 0%, -10, 4%, 0%, -8%, 1, -1
Cc1nnc(NC(=O)Cn2nc(C)c3ccccc3c2=O)s1
 : -20, -1%, 1%, 4%, 1, 10%, -15%, 1%, 3, -10
CC(OC(=O)CCCNC(=O)c1ccc(Cl)cc1)C(=O)N(C)Cc1ccccc1 (configuration not stated)
 : 4, 3%, 3%, -3%, 6, 1%, -21%, -3%, 4, -1
Oc1ccc(C[C@H]2CNC(=S)N2CC2CCCN2C[C@H](Cc2ccc(O)cc2)N2C[C@H](Cc3ccccc3)N(CC3CCCCC3)C2=S)cc1 (some centres not stated)
 : -45, /, ?, /, /, /, -41%, /, /, -18
Cc1ccc(S(=O)(=O)NCCC(=O)NC2CCC(C)CC2)cc1 (configuration not stated)
 : -10, 7%, 4%, /, -1, /, -23%, /, /, -1
CCn1nccc1C(=O)Nc1ccccc1OC
 : 1, 16%, 0%, 6%, 2, -8%, 12%, -1%, 1, -4
CC(C)CN=CC1=C(O)c2ccccc2C1=O
 : -14, -6%, 0%, -1%, -1, 21%, 0%, ?, 1, 0
Cc1ccc(CCN2C(=O)c3ccccc3C2C(=O)NCc2cccnc2)cc1 (configuration not stated)
 : -3, -3%, 0%, -1%, 0, -7%, -30%, -8%, -1, 3
O=C1c2sc3nc4n(c(=O)c3c2CCC1Br)CCCCC4 (configuration not stated)
 : -7, -8%, 0%, 2%, -6, -15%, -48%[inhibitor], ?, -62*, -4
C=CCn1c(CC(=O)OC)csc1=Nc1ccc(C(C)=O)cc1
 : 7, -8%, 15%, 0%, 5, 1%, 22%, 19%, 0, -13
COc1cc(/C=C2/SC(=S)N(c3c(C)n(C)n(-c4ccccc4)c3=O)C2=O)ccc1O
 : 1, -8%, -11%, 10%, 5, 77%[activator], -56%[inhibitor], ?, 2, -7
Cc1ccccc1CC(=O)Nc1ccon1
 : 4, 0%, -2%, 0%, -2, 2%, -6%, -4%, 0, -6
CC1Cc2cc(S(=O)(=O)N3CCN(c4ccc(Cl)cc4)CC3)ccc2N1C(=O)C1CC1 (configuration not stated)
 : -27, 4%, -4%, 2%, 1, 12%, -38%, -4%, 0, -14
Cc1oc(-c2cccc(F)c2)nc1CN1CCCCC1CCn1cccn1 (configuration not stated)
 : 2, 7%[11.5 µM], 1%, 1%, 3, 2%, -43%, -4%, 1, 35
CC(C)CCn1c(N2CCc3ccccc3C2)nc2c1c(=O)[nH]c(=O)n2C
 : 1, -1%, 0%, -3%, 17, -1%, 15%, 10%, 4, -6
O=C(Cc1ccccc1)NC1CCS(=O)(=O)C1 (configuration not stated)
 : 11, 6%, -3%, -3%, -1, 2%, 14%, -9%, 1, -18
O=C(CC(NC(=O)c1ccccc1)c1ccccc1)Nc1cccc2ccccc12 (configuration not stated)
 : -6, -3%, 4%, 2%, -3, 3%, 6%, -10%, 2, -1
COc1cc(N)c(Cl)cc1C(=O)OCC(=O)N(C)C1CCCCC1
 : 1, 3%, -2%, /, 2, /, -22%, /, /, 2

Part of the list above, reduced to CXXC DNA block, KCNH2 3.1 inh and GALK inhibitor.
smiles,CXXC DNA block,KCNH2 3.1 inh,GALK inhibitor
CC1Cc2cc(S(=O)(=O)N3CCN(c4ccc(Cl)cc4)CC3)ccc2N1C(=O)C1CC1 (configuration not stated),12%,-27,2%
Cc1oc(-c2cccc(F)c2)nc1CN1CCCCC1CCn1cccn1 (configuration not stated),2%,2,1%
CC(C)CCn1c(N2CCc3ccccc3C2)nc2c1c(=O)[nH]c(=O)n2C,-1%,1,-3%

Next part:
Every second line gives: KCNH2 3.1 inh, AT treatment, S-ASM inh, GALK inhibitor, TRPV1 agonist, CXXC DNA block, a7 integrin act, MBNL1 CUG block, Coupling enz, hERG WT inh
CC(=O)c1cnc2c(-c3cccc(Br)c3)cnn2c1C
 : -20, -6%, 2%, 0%, 0, 11%, 15%, 24%, 0, -3
O=C(Nc1ccc(Cl)c(Cl)c1)Nc1nnc(CSc2ccccc2)s1
 : -8, -5%, 0%, /, -6, -7%, 18%, -9%, 1, 16
COc1cc(C(CCN2CCCC2)c2c(OC)cc(OC)c3c(-c4ccccc4)cc(=O)oc23)cc(OC)c1OC (configuration not stated)
 : ?, 3%, -13%, 0%, 4, 14%, -29%, 16%, 2&0, ?
CC(=O)N1c2ccc(S(=O)(=O)NCC3CCC(C(=O)Nc4ccc(C)cn4)CC3)cc2CC1C (configuration not stated)
 : -7, -2%, 0%, -2%, 2, 2%, -56%[inhibitor], -1%, /, -8
Cc1ccc(-c2cc(C(=O)Nc3ccccc3C(N)=O)c3ccccc3n2)o1
 : -7, /, i, /, /, /, 39%, /, /, 1
O=C(O)c1ccoc1CN1CCCCC1
 : 20, 5%, 0%, 0%, -1, -2%, 16%, 6%, 0, 1
COc1ccc(C(=O)CC(=O)C(=O)Nc2cc(C)ccc2C)cc1
 : -13, -2%, 0%, -3%, 2, 2%, 0%, 11%, -1, -1
CCOc1ccc(N2CC(C(=O)N3CCCCC3)CC2=O)cc1 (configuration not stated)
 : -1, 3%, 3%, 0%, -6, -11%, 10%, -1%, -2, -6
CCN(c1ccccc1)S(=O)(=O)c1ccc(Cl)c(C(=O)OCC(=O)c2[nH]c(C)c(C(C)=O)c2C)c1
 : 0, -2%, -9%, 1%, 7, 1%, -3%, -3%, 5, -1
COC(=O)c1ccc(Nc2cc(C)nc3ccc(C)cc23)cc1
 : 25, -2%, 42%[activator], 1%, /, 60%[activator], -30%, /, 0, -5
CCCc1cc(C(=O)Nc2cccc(C(C)=O)c2)no1
 : 8, 0%, -3%, 2%, /, 2%, 10%, -6%, 0, 4
O=C1C(O)=CC(=C(c2ccccc2)c2ccccc2)c2ccccc21
 : -21, /, -29%, /, /, /, 0%, /, /, 3
Cc1ccc(S(=O)(=O)N(CC(=O)O)Cc2ccco2)cc1
 : 1, -4%, -1%, 1%, -1, 5%, 10%, 1%, 6, 4
O=C(NCCc1ccc(Cl)cc1)c1cnccn1
 : 5, 0%, 0%, -1%, 28, -1%, ?, -7%, 1, -3
COc1cccc(OC)c1OC(=O)c1ccccc1
 : 3, /, -3%, /, /, /, 10%, /, /, -18
CCCn1c(C)cs/c1=N\C(=S)Nc1ccccc1
 : -12, 3%, 1%, -2%, -1, 8%, -29%, 97%[activator], -2, 1
COC(=O)c1ccccc1NC(=O)CSc1nc2cccnc2n1C
 : 15, -2%, -3%, 7%, 5, -2%, 1%, -9%, -3, 28
Cc1[nH]c2ccccc2c1/C=N/n1cnnc1
 : -1, 5%, -2%, 3%, -1, 1%, 0%, 7%, -1, -1
O=C(Cn1nnc(-c2ccc(S(=O)(=O)N3CCCC3)cc2)n1)NCC1CCCO1 (configuration not stated)
 : -3, /, 7%, 1%, 9, 0%, 28%, -6%, 5, -25
C=CCc1cc(Cl)ccc1OCCN(C)C
 : -1, 8%, 2%, 1%, 8, 9%, -1%, 0%, /, 23

An excerpt from above in order of the GALK inhibitor value, smallest number first.
structure | GALK inhibitor
CC(=O)N1c2ccc(S(=O)(=O)NCC3CCC(C(=O)Nc4ccc(C)cn4)CC3)cc2CC1C (configuration not stated) | -2%
Cc1[nH]c2ccccc2c1/C=N/n1cnnc1 | 3%
Cc1nnc(NC(=O)Cn2nc(C)c3ccccc3c2=O)s1 | 4%

From PubChem BioAssay
